FBA Mtb inh: Mtb fructose-bisphosphate aldolase inhibition | P9WQA3 | purified M. tuberculosis FBA, fluorescence read-out | inhibition, % at 1 µM | actives 2.3% (n = 360,000); in the data active = inhibition above about 27%;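 also: 0% = vehicle and 100% = reference inhibitor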
Target sequence (P9WQA3 whole entry, looked up): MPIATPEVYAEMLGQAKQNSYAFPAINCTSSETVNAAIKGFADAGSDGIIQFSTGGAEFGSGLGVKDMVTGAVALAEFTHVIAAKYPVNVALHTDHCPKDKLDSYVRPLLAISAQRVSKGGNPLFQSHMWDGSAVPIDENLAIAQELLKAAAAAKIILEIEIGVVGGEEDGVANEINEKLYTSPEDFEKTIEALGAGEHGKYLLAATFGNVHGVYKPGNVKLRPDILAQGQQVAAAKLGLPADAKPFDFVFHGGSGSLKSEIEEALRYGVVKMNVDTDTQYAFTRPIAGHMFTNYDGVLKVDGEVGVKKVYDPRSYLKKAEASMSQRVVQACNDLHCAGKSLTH
Rv3671c protease: Rv3671c (M. tuberculosis) protease inhibition; actives 0.048% (n = 320,000); inhibition, % at 5.96 µM; P9WHR9; in the data active = inhibition above about 38%;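 also: extracellular domain of Rv3671c used as enzyme; 0% = enzyme with DMSO and 100% = no enzyme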
Target sequence (P9WHR9 whole entry, looked up, the tested form may be a part): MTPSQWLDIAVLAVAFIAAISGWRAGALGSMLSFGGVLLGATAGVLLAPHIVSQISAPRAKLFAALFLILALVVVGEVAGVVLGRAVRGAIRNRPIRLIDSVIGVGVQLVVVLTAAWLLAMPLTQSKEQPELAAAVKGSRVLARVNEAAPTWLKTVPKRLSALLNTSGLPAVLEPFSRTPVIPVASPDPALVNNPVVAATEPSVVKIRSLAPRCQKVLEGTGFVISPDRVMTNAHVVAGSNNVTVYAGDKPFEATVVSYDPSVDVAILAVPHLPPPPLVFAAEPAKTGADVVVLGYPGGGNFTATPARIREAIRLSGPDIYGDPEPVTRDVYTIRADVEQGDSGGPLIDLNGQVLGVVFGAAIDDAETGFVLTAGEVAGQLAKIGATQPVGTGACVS
BoNT-F LC inh: BoNT F light chain protease inhibition. Multiplex microsphere protease cleavage assay, flow cytometry. inhibition, % at 10 µM. actives 0.22% (n = 360,000); in the data active = inhibition above about 35%, passing the limit was not always enough; inconclusive = no clear call, values can overlap the other calls; also: plate controls were buffer without enzyme for full effect and enzyme alone for no effect
VHR inh abs: DUSP3 (human) phosphatase inhibition; actives 0.52% (n = 290,000); inhibition, % at 13.3 µM; recombinant VHR phosphatase, pNPP absorbance; P51452; in the data active = inhibition above about 50%; also: some compounds called inactive have numbers as strong as hits
Target sequence (P51452 whole entry, looked up): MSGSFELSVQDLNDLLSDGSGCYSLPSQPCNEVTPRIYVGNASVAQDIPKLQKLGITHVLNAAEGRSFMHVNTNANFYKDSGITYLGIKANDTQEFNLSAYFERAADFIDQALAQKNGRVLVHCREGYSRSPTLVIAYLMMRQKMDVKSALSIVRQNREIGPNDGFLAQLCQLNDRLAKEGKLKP
Mtb BioA inh: blocks M. tuberculosis BioA enzyme activity; purified M. tuberculosis BioA enzyme, plate reader; inhibition, % at 9.99 µM; actives 0.096% (n = 360,000); AID 602481; in the data active = inhibition above about 40%; inconclusive = no clear call, values can overlap the other calls
MazEF act: MazEF (E. coli) toxin RNase activation. activation, % at 20 µM. actives 0.32% (n = 350,000). AID 504720. FAM/BHQ RNA-DNA oligo cleavage fluorescence, 5 h. P0AE70; in the data active = activation above about 50%
Target sequence (P0AE70 whole entry, looked up): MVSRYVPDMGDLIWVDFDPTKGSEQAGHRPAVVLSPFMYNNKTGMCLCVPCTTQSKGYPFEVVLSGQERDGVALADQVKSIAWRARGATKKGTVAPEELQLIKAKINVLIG
GDH-TPI counter: inhibits GDH-TPI coupling enzymes, artifact for Mtb FBA screen. GDH-TPI coupled enzyme counterscreen, NADH absorbance. actives 1.2% (n = 360,000). inhibition, % at 4.8 µM;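 also: 0% = DMSO wells and 100% = wells lacking the enzyme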
FadD28 FP inh: blocks FadD28 binding to the bisubstrate probe; AID 588549; fluorescence polarization; inhibition, % at 12.5 µM; actives 0.22% (n = 360,000); in the data active = inhibition above about 8.5%, passing the limit was not always enough; inconclusive = no clear call, values can overlap the other calls
Mtb UGM inh: Mtb UDP-galactopyranose mutase inhibition; actives 0.06% (n = 320,000); inhibition, % at 10 µM; purified UGM, fluorescence polarization probe displacement; P9WIQ1; in the data active = inhibition above about 10%, passing the limit was not always enough; inconclusive = no clear call, values can overlap the other calls
CCHF vOTU inh: blocks the CCHF virus ovarian tumor domain protease. AID 651958. CCHFV vOTU protease, Pep-AMC fluorescence. actives 0.55% (n = 370,000). inhibition, % at 11.5 µM; also: 0% = vehicle wells with enzyme and 100% = no enzyme wells
* marks the source's active call; other numbers are inactive results; u = inconclusive; x = no result given. Rule as the data show it, unless noted: active = inhibition above about 30%; inactive = the rest. Rows were taken by chance. Share with any hit: about 4.9%.

SMILES	FBA Mtb inh	Rv3671c protease	BoNT-F LC inh	VHR inh abs	Mtb BioA inh	MazEF act	GDH-TPI counter	FadD28 FP inh	Mtb UGM inh	CCHF vOTU inh
CCOc1ccc(-c2c(C(=O)N/N=C/c3ccc(C)cc3)nnn2-c2nonc2N)cc1	4	-6	-1	-6	x	-6	-2	-4.2	-2.5	-7
Cc1ccc(C(C)C)c(OCCNC(=O)c2ccccc2O)c1	8	-12	-6	1	-0.6	-3	7	-1.4	1.7	4
CC1(C(=O)Nc2ccccc2)CCN1C(=O)C1(c2ccccc2)CC1 (stereo not drawn)	-2	x	1	x	2.6	x	13	-0.4	x	-6
CCNC(=S)Nc1c(C)n(C)n(-c2ccccc2)c1=O	-6	3	2	20	x	5	-5	-2.7	1.4	-6
COc1cc2c(C#N)c(N3CCN(c4ccccc4OC)CC3)nc(N)c2c(N)n1	15	10	-7	-9	0.7	10	23	-0.3	1.2	-11
O=C1CC(N2CCc3ccccc32)C(=O)N1c1ccccc1 (stereo not drawn)	5	-6	x	18	-0.1	6	15	0.5	3.9	3
CCn1c(P(C)(=O)O)nc2cc(NC(=O)c3ccccc3Cl)ccc21	-3	-10	-3	22	x	-6	5	1.1	0.2	-5
COc1cc(/C=C2\SC(=O)N(CCNC(=O)c3sc4cc(F)ccc4c3Cl)C2=O)cc(OC)c1OC	3	5	1	4	-1.9	-43	7	-1.4	1.4	-12
CCOC(=O)CSc1nnc(CNC(=O)c2cccs2)n1Cc1ccccc1	1	0	2	15	0.8	7	8	-1.6	-1.2	-6
Cc1ccccc1NC(=O)COC(=O)CCSc1ccccc1	5	-8	3	6	x	-2	0	-0.2	-0.7	11
COC(CN1CCc2c(C)nc3c(C#N)cnn3c21)OC	20	3	-6	20	x	-3	8	-3.1	-0.5	-24
CC(=O)c1ccc(NC(=O)c2ccc3c(=O)n4c(nc3c2)CCCCC4)cc1	1	-9	2	1	1.4	-19	3	-2.6	-1.4	15
CCOc1ccccc1/C=N/NC(=O)CSc1n[nH]c(=O)[nH]c1=O	-2	3	-26	22	x	-22	12	-3.0	0.3	-7
CCC1CCC2(CC1)NC(=O)N(CC(=O)c1c(C)[nH]c3ccccc13)C2=O (stereo not drawn)	-1	-15	-1	15	x	2	-1	-0.9	-0.1	0
Cc1cc(C(=O)Nc2ccc(Cl)cc2)c(C)n1Cc1cccs1	0	-16	-7	9	x	-11	17	-2.1	-0.3	-6
O=C(COC(=O)Cc1ccccc1)Nc1ccc(SC(F)F)cc1	2	-10	-9	13	x	1	4	-1.8	0.6	4
Cc1nn(Cc2ccccc2Cl)c(C)c1NC(=O)NC12CC3CC(CC(C3)C1)C2	1	0	1	33	-2.0	7	1	-4.0	-2.1	1
CCOC(=O)c1sc(NC(=O)c2ccc(S(=O)(=O)N(C)C)cc2)nc1C	4	0	6	-16	-1.1	-1	19	2.6	2.5	-1
COc1ccc(NC(=O)CN(C)C(=O)CCC2CCCC2)cc1	-2	x	2	5	-1.1	1	-1	-0.8	1.6	1
C/C(=N\Nc1cccc2cccnc12)c1ccc(N)cc1	1	7	-17	15	x	4	5	-0.2	0.0	-2
COc1ccc(OC)c(NC(=O)CNC(c2ccccc2)c2ccccc2)c1	3	-15	16	x	-1.4	-9	5	x	2.3	17
CCOC(=O)c1sc2ncnc(N3CCN(C(=O)OCC)CC3)c2c1C	6	0	3	19	0.6	0	15	-0.8	-1.9	7
COc1ccc2c(c1)c1nc3ccccc3nc1n2Cc1ccc(OC(C)C)c(OC)c1	-1	-1	3	3	-4.5	-82	-3	-4.0	1.2	-9
Cc1cc(S(=O)(=O)ON2C(=O)c3ccccc3C2=O)ccc1F	37*	7	6	4	-3.4	0	8	-1.7	2.7	8
CCCCc1nc2cc(C(=O)N3CCCC(COC)C3)ccc2o1 (stereo not drawn)	2	2	4	14	-0.3	8	4	1.6	-0.1	-3

The last six compounds of the part above open the next one.
SMILES	FBA Mtb inh	Rv3671c protease	BoNT-F LC inh	VHR inh abs	Mtb BioA inh	MazEF act	GDH-TPI counter	FadD28 FP inh	Mtb UGM inh	CCHF vOTU inh
C/C(=N\Nc1cccc2cccnc12)c1ccc(N)cc1	1	7	-17	15	x	4	5	-0.2	0.0	-2
COc1ccc(OC)c(NC(=O)CNC(c2ccccc2)c2ccccc2)c1	3	-15	16	x	-1.4	-9	5	x	2.3	17
CCOC(=O)c1sc2ncnc(N3CCN(C(=O)OCC)CC3)c2c1C	6	0	3	19	0.6	0	15	-0.8	-1.9	7
COc1ccc2c(c1)c1nc3ccccc3nc1n2Cc1ccc(OC(C)C)c(OC)c1	-1	-1	3	3	-4.5	-82	-3	-4.0	1.2	-9
Cc1cc(S(=O)(=O)ON2C(=O)c3ccccc3C2=O)ccc1F	37*	7	6	4	-3.4	0	8	-1.7	2.7	8
CCCCc1nc2cc(C(=O)N3CCCC(COC)C3)ccc2o1 (stereo not drawn)	2	2	4	14	-0.3	8	4	1.6	-0.1	-3
O=C(OCc1ccccc1)N1CCCC2CC1c1ccccc12 (stereo not drawn)	0	x	-7	x	-0.8	4	-7	-2.5	x	6
Cc1ccc(NC(=O)C(C)Sc2nnc(-c3cccnc3)o2)cc1 (stereo not drawn)	1	3	-7	1	12	6	13	0.1	0.4	-8
O=C(COC(=O)C1=COCCO1)NCc1ccc(F)cc1	2	-3	-4	20	0.2	3	3	-1.3	-1.2	0
COc1ccc([N+](=O)[O-])cc1NC(=O)C(C)OC(=O)c1ccccn1 (stereo not drawn)	-6	-1	-2	16	-2.1	5	5	-0.3	-1.5	0
Fc1ccc(COc2ccccc2CNCc2ccncc2)cc1	0	-5	-21	14	x	0	-1	-0.4	-0.7	9
COc1ccc2c(c1)-c1c(ssc1=S)C(C)(C)N2S(=O)(=O)c1ccc(C)cc1	-6	-2	-4	-16	x	-13	9	-1.2	1.7	10
CCN(CCNC(=O)C1=C(C)C(=O)OC12CCC(C)CC2)c1ccccc1 (stereo not drawn)	1	-1	-5	8	1.3	-1	0	0.0	6.0	0
Cc1c(OC(C)C(=O)NCc2ccncc2)ccc2c3c(c(=O)oc12)CCCC3 (stereo not drawn)	34*	-5	3	39	16	8	12	-3.0	-0.3	-10
CN1CCN(c2nc(Nc3cccc(C(F)(F)F)c3)nc(N3CCOCC3)n2)CC1	-1	5	5	28	-1.9	5	5	-7.6	1.4	9
Cc1ccc(NC(=O)CN2C(=O)S/C(=C\c3cc(C)n(-c4cccc(C(=O)O)c4)c3C)C2=O)cc1	-5	-17	-10	9	x	-11	14	43*	0.8	3
CCCCOc1ccc(NC(=O)CSc2cccc3cccnc23)cc1	-2	-8	2	4	-1.3	-4	0	-1.7	1.6	6
Oc1ccc(NCc2ccc(OCc3ccccc3)cc2)cc1	0	x	-20	75	-0.3	-30	9	4.3	1.1	-3
CCOC(=O)C(C(=O)NCc1ccc(C)cc1)c1ncc(C(F)(F)F)cc1Cl (stereo not drawn)	2	6	9	24	-1.2	4	-1	-1.7	-4.7	14
CC(=O)NN1CCc2cc3ccc(C)cc3nc21	40*	-1	-14	21	2.8	-26	15	-2.1	0.8	-40
O=S(=O)(c1ccccc1)c1cccc(S(=O)(=O)N2CCCCC2)c1	1	-3	-8	-5	1.3	6	0	-3.1	0.3	-4
COc1ccc(CNC(=O)C(=O)NCC2OCCN2S(=O)(=O)c2ccc3c(c2)OCCO3)cc1 (stereo not drawn)	1	-3	-14	-7	-2.2	-9	-5	-0.8	-1.1	8
CC(C)(Sc1ccc(CCN(CCCCC2CCCCC2)C(=O)NC2CCCCC2)cc1)C(=O)O	0	-6	-2	x	11	3	4	0.1	0.7	8
CN(Cc1ccccc1)C(=O)Cc1ccccc1	2	3	x	1	-0.5	-8	8	-0.4	-2.2	2
O=C(N/N=C/c1cccnc1)c1ccccc1	-5	0	-5	-29	8.3	9	-9	-2.0	0.2	5
CCn1nnnc1Oc1ccc(Cl)cc1	-5	-7	0	13	0.5	-5	-11	-4.2	1.3	-18
COc1ccc(C2C(C(=O)Nc3ccccn3)=C(C)Nc3ncnn32)c(OC)c1 (stereo not drawn)	1	-3	-1	-2	0.6	8	0	-0.3	-0.3	4
CC[N+](C)(CC)CC(=O)OCC1C(C)C=C(C)CC1C (stereo not drawn)	2	3	x	17	-0.9	1	9	-1.2	-0.7	4
CCn1c(SCC(=O)c2ccc(OC)cc2)nnc1C(C)NC(=O)c1ccc(OC)cc1 (stereo not drawn)	4	8	0	-11	0.5	5	3	-1.2	-0.5	-15
CC(c1ccco1)N(C(=O)c1cccc(S(=O)(=O)N(C)C)c1)c1ccccn1 (stereo not drawn)	2	5	-4	31	-0.3	18	2	0.2	-1.8	-11
Cc1c(C(=O)OCC(=O)N(CC(C)C)c2c(N)n(Cc3ccccc3)c(=O)[nH]c2=O)oc2ccccc12	-2	x	4	x	-0.8	-14	0	-4.6	x	2

Additional results follow:
SMILES	FBA Mtb inh	Rv3671c protease	BoNT-F LC inh	VHR inh abs	Mtb BioA inh	MazEF act	GDH-TPI counter	FadD28 FP inh	Mtb UGM inh	CCHF vOTU inh
CC(C)C(=O)N1CCN(c2c(Cl)cccc2[N+](=O)[O-])CC1	0	7	1	-1	0.5	0	-3	-3.6	-1.7	0
COc1ccc(C(=O)NCC(=O)OCc2ccccc2F)cc1	0	1	-3	9	1.3	-1	-1	-1.7	-2.2	-16
CC(NC(=O)c1ccco1)C(=O)N1CCN(c2cccc(C(F)(F)F)c2)CC1 (stereo not drawn)	1	-5	7	x	-3.9	-1	2	-0.4	-0.2	9
COC(=O)c1ccccc1NC(=O)c1cc[n+]([O-])cc1	3	0	3	0	3.6	3	5	-1.6	-1.5	2
O=C(CN1C(=O)NC2(CCc3ccccc3C2)C1=O)NCc1ccco1 (stereo not drawn)	0	2	0	16	-0.4	11	-3	-1.0	-1.1	6
CCOCCCNC(=O)N[C@H](C(=O)OC)C(C)CC (stereo partly drawn)	5	0	-2	17	x	-4	1	-0.5	-0.9	-7
CC(OC(=O)c1ccc(Cl)nc1)C(=O)NC1CCCC1 (stereo not drawn)	0	5	-8	x	-0.7	-4	2	x	0.1	0
N#Cc1ccc(C(=O)N(Cc2ccccc2)c2ccccc2)cc1	0	-2	0	11	-3.0	6	-2	0.1	-0.3	16
Cc1nc2cc(Cc3ccccc3)ccc2o1	0	x	-3	x	x	10	0	-0.5	x	3
Cc1ccc(NC(=O)CSc2nnc(-c3cccnc3)n2CCN2CCCCC2)cc1	-1	-9	0	7	x	-9	5	-2.5	-3.6	11
CC(C)OCCCNC(=O)CCN1C(=O)COc2ccccc21	2	-5	-3	24	-1.7	-7	1	-1.7	2.3	-6
O=C(Nc1ccccc1)c1cccnc1NCCc1ccccc1	2	-17	-4	-7	x	2	3	-3.9	0.7	-9
COc1ccc(C(=O)Nc2ccc(-c3nnn(CC(=O)NCc4ccco4)n3)cc2)cc1	15	-56	-4	0	-1.7	-33	9	-2.3	0.4	25
CN1CCC(N(CCc2ccccc2)C(=O)CCC(=O)O)CC1	3	7	8	13	-1.5	0	7	0.0	-2.2	8
COc1ccc(-c2cc(N3C(=O)Nc4ccccc4N3O)n[nH]2)cc1OC	5	-5	2	-5	x	8	-7	-4.2	x	-4
O=C(Nc1nccs1)c1ccc(Br)c(S(=O)(=O)N2CCCC2)c1	1	-4	14	27	0.0	0	15	-0.2	1.0	-5
CCOC(=O)NNC1CC(=O)N(c2ccc(OC)cc2)C1=O (stereo not drawn)	0	4	5	25	x	10	13	-1.1	-0.7	1
S=C(Nc1ccccc1)Nc1ccc(Br)cc1	0	-3	-6	3	0.0	2	8	-3.2	0.6	4
COc1ccc(NC(=O)C2C(c3ccccc3)C2(Cl)Cl)c(OC)c1 (stereo not drawn)	-1	-2	u	30	0.5	5	2	-7.8	0.2	1

Screening data: PubChem, several laboratories
